# Source: PubChem
# IMP-1 inhibitor – inhibitors of Pseudomonas aeruginosa IMP-1 metallo-beta-lactamase; purified IMP-1, nitrocefin hydrolysis, epi-absorbance fluorescence; inhibition, % at 5.6 µM; 290,000 compounds, 0.45% hits; AID 1556;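 active = inhibition above the mean plus 3 SD of all compounds in the same screening run, cut at about 4.5% in these data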;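 note: 0% = IMP-1 with DMSO and 100% = DMSO wells lacking enzyme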
#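 Assay system: purified recombinant IMP-1 beta-lactamase. Input: IMP-1 0.2 nM before substrate addition. Buffer or medium: Zinc- and detergent-supplemented HEPES buffer, pH 7.1. Schedule: 25 °C, 15 min preincubation, 25 min reaction. Signal: Epi-absorbance fluorescence, 480 nm excitation, 530 nm emission. Evaluation: percent inhibition from optical density relative to buffer-blank wells.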
# IDE inh – inhibits human insulin-degrading enzyme in HEK cells | inhibition, % at 5.59 µM | AID 434962 | 320,000 compounds, 0.41% hits | FAbetaB cleavage, fluorescence polarization;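 active = percent inhibition above the average of all tested compounds plus 3 SD, set per screening campaign, cut at about 16% in these data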;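 note: IDE supplied by intact live HEK cells; FP after avidin binding of uncleaved biotin substrate so inhibition keeps polarization high; 0% = DMSO wells and 100% = 60 µM reference IDE inhibitor Ii1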
# Target sequence (P14735 whole entry, looked up): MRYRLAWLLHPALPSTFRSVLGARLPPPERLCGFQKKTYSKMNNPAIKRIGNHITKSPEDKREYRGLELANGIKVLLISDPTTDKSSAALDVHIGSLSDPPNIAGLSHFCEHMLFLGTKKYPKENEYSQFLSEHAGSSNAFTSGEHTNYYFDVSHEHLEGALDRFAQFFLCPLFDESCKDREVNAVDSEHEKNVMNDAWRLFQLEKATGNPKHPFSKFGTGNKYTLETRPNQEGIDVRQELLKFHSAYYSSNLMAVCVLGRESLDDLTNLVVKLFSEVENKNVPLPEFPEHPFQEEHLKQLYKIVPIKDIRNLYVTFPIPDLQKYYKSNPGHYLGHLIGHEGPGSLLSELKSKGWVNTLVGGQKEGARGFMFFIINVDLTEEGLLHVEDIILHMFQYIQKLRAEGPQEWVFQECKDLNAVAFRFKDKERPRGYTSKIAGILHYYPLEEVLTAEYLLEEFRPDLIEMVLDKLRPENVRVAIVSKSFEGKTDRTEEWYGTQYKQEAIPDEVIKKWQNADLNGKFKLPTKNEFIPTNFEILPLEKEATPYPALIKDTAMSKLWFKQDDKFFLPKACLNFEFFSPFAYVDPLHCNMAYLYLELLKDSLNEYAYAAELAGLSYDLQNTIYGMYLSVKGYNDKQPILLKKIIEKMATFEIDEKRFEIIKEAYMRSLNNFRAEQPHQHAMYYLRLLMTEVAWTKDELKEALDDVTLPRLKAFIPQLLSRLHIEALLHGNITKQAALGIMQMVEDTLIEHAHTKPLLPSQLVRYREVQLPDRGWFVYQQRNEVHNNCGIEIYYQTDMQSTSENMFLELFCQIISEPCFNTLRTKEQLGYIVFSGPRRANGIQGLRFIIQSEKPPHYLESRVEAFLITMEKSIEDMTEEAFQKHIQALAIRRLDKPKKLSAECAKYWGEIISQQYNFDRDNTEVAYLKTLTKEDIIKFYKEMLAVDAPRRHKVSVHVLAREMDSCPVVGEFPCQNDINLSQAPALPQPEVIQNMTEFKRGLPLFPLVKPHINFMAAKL
# UBC9 SUMO inh – SUMOylation inhibition; P63279; HTRF SUMOylation assay, SAE1/SAE2 + UBC9, in vitro; inhibition, % at 35 µM; 290,000 compounds, 0.36% hits; in the data active = inhibition above about 50%, passing the limit was not always enough; note: strong numbers were not always called active
# GalR3 antag – human GalR3 antagonism; O60755; HEK293 GalR3-CNG cAMP membrane potential fluorescence; galR3 body fused to GalR1 C-terminus; inhibition, % at 3 µM; 360,000 compounds, 0.44% hits;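 active = inhibition above the screen-wide average plus 3 SD, cut at about 13% in these data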;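 note: forskolin and galanin both at EC90 stimulate the cells; cAMP rise reported by CNG channel membrane potential dye signal; 0% = forskolin plus galanin with DMSO and 100% = forskolin alone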
# HCV NS3 hel inh – HCV NS3 helicase inhibition. NS3 helicase DNA unwinding, Cy5 molecular beacon fluorescence. inhibition, % at 10.9 µM. 290,000 compounds, 0.56% hits. AID 1800;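 active = inhibition above the mean of all tested compounds plus 3 SD, set per campaign, cut at about 35% in these data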;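 note: 0% = DMSO wells and 100% = thioflavine S control wells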
#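 Control set: DMSO versus 110 µM thioflavine S; Material: NS3 helicase fragment of HCV; Measured by: Cy5 fluorescence at 0 and 60 min, beacon hairpin quenching; Read-out basis: percent inhibition from t60/t0 fluorescence ratio; Times: reaction time 60 min, 25 °C; Repeats: single replicate; Compound dosing: single dose, 10.9 µM nominal final, DMSO 0.8% final.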
# VIM-2 inhibitor – blocks Pseudomonas aeruginosa VIM-2 metallo-beta-lactamase. purified VIM-2, nitrocefin hydrolysis, epi-absorbance fluorescence. inhibition, % at 5.6 µM. 290,000 compounds, 0.89% hits. AID 1527;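 active = inhibition above the mean of all tested compounds plus 3 SD, cutoff set per screening run, cut at about 7.5% in these data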;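 note: red hydrolysis product quenches plate fluorescence so inhibitors raise well fluorescence; 0% = enzyme with DMSO and 100% = DMSO without enzyme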
# IDE cell activ – boosts human insulin-degrading enzyme activity in HEK cells; 340,000 compounds, 0.073% hits; P14735; activation, % at 5.96 µM; FAbeta-B cleavage, fluorescence polarization; 0% vehicle, 100% cell-free pure enzyme wells;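 active = activation above the mean of all tested compounds plus 3 SD, set per screening campaign, cut at about 17% in these data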
# CRFR2-BP antag – blocks CRF-induced signaling of the CRF-BP/CRF-R2 complex. HEK293 CRF-R2/CRF-BP, CRF-induced calcium fluorescence. inhibition, % at 11.8 µM. 350,000 compounds, 0.59% hits. AID 588475;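 active = inhibition of the ligand-induced calcium signal above about 50% at the single tested concentration, limit read from the data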
# pCIP destab – p/CIP protein destabilization. F442A p/CIP-EGFP cells, EGFP fluorescence, 16 h. decrease of EGFP signal, % at 10 µM. 290,000 compounds, 0.01% hits. AID 1984;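 active = EGFP signal decrease of at least 30% at 10 µM or well 3 SD below plate mean, unless failing retest; inactive = the rest, including hits failing retest or dose response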; note: some compounds called inactive have numbers as strong as hits; many of its hits are not listed in these tables
# * hit, by the source's call; . = no result given.
SMILES,IMP-1 inhibitor,IDE inh,UBC9 SUMO inh,GalR3 antag,HCV NS3 hel inh,VIM-2 inhibitor,IDE cell activ,CRFR2-BP antag,pCIP destab
Cc1ccc(S(=O)(=O)N2CCN(C3CCN(Cc4ccccc4)CC3)CC2)cc1,-2.1,0,12,-8,-4,1.0,0,-20,-16
COC(=O)CC1C(=O)NCCN1C(=O)c1sc2ccccc2c1Cl (stereo not drawn),-4.9,8,-8,-6,14,-3.4,-2,16,10
O=C(O)c1ccc(Cl)c(NC(=S)NC(=O)c2cccc(COc3ccccc3)c2)c1,-2.8,1,30,-4,-1,-1.8,3,52*,6
CCN(Cc1ccccc1)C(=O)COC(=O)c1cc(S(=O)(=O)Nc2c(C)n(C)n(-c3ccccc3)c2=O)ccc1C,-0.7,0,7,-9,6,-0.3,2,1,0
COc1cc(NC(=O)c2onc(C)c2Cl)cc(OC)c1OC,-3.8,6,6,-7,-1,-1.9,-2,7,-10
CC(=O)Nc1ccc(N=NN2CCOCC2)cc1,0.4,1,14,-2,10,-3.4,0,-32,3
COc1ccc(C2=NOC(CNC(=S)N3CCOCC3)C2)cc1 (stereo not drawn),-0.2,3,5,-3,10,2.2,3,-5,5
Cc1c(NC(=O)C(C)OC(=O)CCc2ccccc2)c(=O)n(-c2ccccc2)n1C (stereo not drawn),-1.6,0,1,0,0,-0.4,-1,9,-2
CC(C)c1ccc(CNc2ncccn2)cc1,1.6,3,7,2,-18,-1.1,-1,-9,-2
O=C(CN1CCCCCCC1)Nc1ccc(Cl)cc1Cl,-2.6,2,-4,5,-9,-3.2,-3,-43,-9
CC(=O)/C=C/c1ccc(C)o1,-2.8,-3,1,-5,16,-0.2,5,27,-1
COC(=O)c1cc(OC)c(OC)cc1NC(=O)CSc1nnnn1Cc1ccccc1,-4.9,3,23,-2,-2,-2.7,6,24,-10
Cc1cc(=O)n2nc(N3CCCC(C(=O)NCCCN4CCc5ccccc5C4)C3)sc2n1 (stereo not drawn),-1.1,.,4,-2,-1,0.6,9,-17,-15
CCC1(C)N=C(c2ccc3c(c2)OCO3)CC(c2ccccc2O)N1 (stereo not drawn),-1.3,-1,14,-3,-3,-2.1,3,-3,-16
CCc1cc(=O)oc2cc(C)cc(OCc3nn[nH]n3)c12,1.2,3,20,-2,7,2.7,-1,3,-7

# Rewritten with values ahead of the structure: 3 of the compounds above
IMP-1 inhibitor	IDE inh	UBC9 SUMO inh	GalR3 antag	HCV NS3 hel inh	VIM-2 inhibitor	IDE cell activ	CRFR2-BP antag	pCIP destab	SMILES
-4.9	3	23	-2	-2	-2.7	6	24	-10	COC(=O)c1cc(OC)c(OC)cc1NC(=O)CSc1nnnn1Cc1ccccc1
-1.1	.	4	-2	-1	0.6	9	-17	-15	Cc1cc(=O)n2nc(N3CCCC(C(=O)NCCCN4CCc5ccccc5C4)C3)sc2n1 (stereo not drawn)
-1.3	-1	14	-3	-3	-2.1	3	-3	-16	CCC1(C)N=C(c2ccc3c(c2)OCO3)CC(c2ccccc2O)N1 (stereo not drawn)

# Remaining list, next part.
SMILES,IMP-1 inhibitor,IDE inh,UBC9 SUMO inh,GalR3 antag,HCV NS3 hel inh,VIM-2 inhibitor,IDE cell activ,CRFR2-BP antag,pCIP destab
CC(C)CNC1=C(C(=S)Nc2ccccc2)C(=O)CC(C)(C)C1,-4.9,-2,-15,-5,-4,-2.9,-1,-80,-10
CCOc1ccc(CN2CCN(Cc3cn(CC)nc3C)CC2CCO)cc1 (stereo not drawn),-1.9,3,15,0,8,-1.9,3,0,-8
COCCN(C(=O)c1snc(C(N)=O)c1N)C(C(=O)NC1CCCCC1)c1ccc(OC)c(OC)c1 (stereo not drawn),-2.5,3,4,-3,4,-2.4,2,-1,-6
O=C1C(Cl)=C(N2CCCCC2)C(=O)N1c1ccccc1Cl,-3.0,1,9,-2,2,-4.8,-6,27,-12
O=C1SCCC1NS(=O)(=O)c1ccccc1[N+](=O)[O-] (stereo not drawn),0.1,8,2,-3,16,2.1,3,-42,8
CCOc1cc(NC(=S)NCC2CCCO2)c(OCC)cc1NC(=O)C1CC1 (stereo not drawn),-1.1,-3,6,-3,5,-5.0,1,0,-14
CCC(=O)Nc1nc2ccc3sc(C)nc3c2s1,-2.8,-2,7,-5,10,6.5,-5,-4,12
Cn1c(N)c(C(=O)COC(=O)c2cnc(Cl)c(Cl)c2)c(=O)n(C)c1=O,-2.4,-1,5,18*,2,1.5,2,13,-2
Cc1ccccc1OCCC(=O)Nc1ccc(N2CCOCC2)cc1N1CCOCC1,.,1,.,3,.,.,1,-8,.
Nc1c(N(CCC2=CCCCC2)C(=O)CCCOc2ccccc2)c(=O)[nH]c(=O)n1Cc1ccccc1,.,0,.,-4,.,.,0,3,.
COc1ccccc1NC(=O)N1c2ccc(F)cc2CCC1C (stereo not drawn),-3.1,-1,5,-5,5,-1.0,8,-14,-6
Cc1cccc(NC(=O)C(C)SCc2nc3sc4c(c3c(=O)[nH]2)CCCC4)n1 (stereo not drawn),.,0,.,-4,.,.,-2,14,.
O=C(Nc1ccc(Oc2ncccn2)cc1)c1ccco1,-2.5,4,.,-4,2,-4.2,0,-55,.
CCCCOC(=O)c1ccc(NC(=O)c2ccoc2C)cc1,-0.3,0,-6,-6,5,-1.1,3,-33,6
Cc1nc2ccc(NC(=S)N3CCN(c4ccccn4)CC3)cc2nc1C,-1.1,4,16,-6,3,1.6,3,-4,3
Cc1c(Cl)cccc1NC(=O)CS(=O)(=O)c1ccccc1,-4.7,9,7,-7,13,-0.4,2,1,-7
CNCCCOc1ccc(C)cc1Br,-4.9,-7,0,-3,-1,-2.5,2,2,-12
COc1ccc(CC(=O)NNC(=O)c2cc(C)oc2C)cc1OC,.,1,.,-5,.,.,2,30,.
COc1ccc(-c2noc(N3CCC(C(=O)Nc4cc(OC)c(OC)c(OC)c4)CC3)n2)cc1,-2.3,9,-2,0,-11,0.9,-11,3,-2
Cc1cc(NC(=O)C(C)SCC(=O)Nc2cc(C(F)(F)F)ccc2N2CCCCC2)no1 (stereo not drawn),.,4,.,-9,.,.,-2,-19,.
COc1ccc(N2CCN(C(=O)c3cc(C4CC4)nn3-c3ccccc3)CC2)cc1,.,0,.,-6,.,.,3,0,.
CCN(CC)C(=O)c1ccc2c3c(cccc13)C(=O)N(CCc1ccc(OC)c(OC)c1)C2=O,-3.0,-2,8,.,-3,-2.2,-3,-23,-9
Cc1ccc(C)c(NC(=O)CN(C)C(=O)c2cccc(Oc3ccccc3)c2)c1,.,5,.,-5,.,.,4,-13,.
CSc1ccc(C2NC(=O)c3c(sc4c3CCN(C)C4)N2)cc1 (stereo not drawn),-1.1,11,12,.,-8,0.6,-16,-76,-17
COCCCNC(=O)C1CC(=O)N(CCc2ccc(F)cc2)C1 (stereo not drawn),-1.2,1,2,-6,5,-1.8,-3,-1,-1
O=C(Cn1nc(-c2ccc(Cl)cc2)ccc1=O)N1CCN(c2ccccc2)CC1,0.4,-2,2,-12,-10,0.5,2,-22,0
C/C(=N\NC(=O)c1ccccc1)C1C2C=CC(C2)C1(C)C (stereo not drawn),-3.5,-1,11,-3,6,-2.5,-6,0,-8
CC(=O)N(C)N(C)c1cc(C)nc(N)n1,-1.1,6,25,-5,-1,-0.1,-1,9,2
CCN1CCN(C2=NC(=O)/C(=C/c3ccc(C)o3)S2)CC1,-0.1,5,24,-1,-14,-0.4,0,5,-10
Cc1ccc(S(=O)(=O)N(C)CC(=O)Nc2cccc3c2CCCC3)cc1,-2.2,2,11,-1,-3,-0.1,-6,19,3
Cn1nc(C(F)(F)F)c2cc(C(=O)O)sc21,0.6,0,11,-4,-4,0.0,1,41,9
COc1ccc(C(CC(=O)N2CCOCC2)c2c(O)cc(OC)cc2OC)cc1 (stereo not drawn),.,2,-6,-4,.,.,-5,7,2
CSc1nc(S(=O)(=O)c2ccccc2)c(Cl)s1,-0.8,0,-3,-6,-12,-2.1,0,22,-18
CCOC(=O)C1=C(N)Oc2ccc3ccccc3c2C1c1cccc(O)c1 (stereo not drawn),-3.7,9,-13,-10,-44,-2.5,1,-6,1
CCCOc1ccccc1OCC(=O)Nc1cc(Cl)ccc1-n1cncn1,.,-7,.,7,.,.,8,-4,.
Cc1cc(=O)[nH]c(SCCOc2ccc3c(c2)CCC3)n1,-2.0,2,19,-5,6,1.0,-4,12,-36
COc1cccc(OC)c1/C=C/C(=O)NC1CCCCC1,-1.9,2,2,-4,1,0.0,3,1,-10
CS(=O)(=O)c1ccc(Cl)c(NC(=O)CSc2n[nH]c(-c3cccs3)n2)c1,.,6,.,-6,.,.,-4,3,.
Cc1cccc(CS(=O)(=O)Cc2ccc(C(=O)NC3CCCCC3)o2)c1,-1.6,-2,.,-8,8,0.4,4,-1,-10
Oc1ccccc1C=NCCN=Cc1ccccc1O,-1.9,-1,24,4,2,-2.5,2,16,0
COc1cc(C(=O)N/N=C/c2sccc2C)cc(OC)c1OC,-3.0,.,12,14*,0,-0.8,2,0,-35
Cc1cccn2c(=O)c(C=O)c(Nc3ccc(S(N)(=O)=O)cc3)nc12,-1.8,.,-9,.,0,19*,1,9,7
Cc1ccc(CSc2nnc(SCC(=O)N/N=C/c3ccc(C(=O)O)cc3)s2)cc1,-1.4,3,24,-7,9,-0.6,2,-7,1
CCN(CC)CCCNC(=O)c1cn(-c2cccc(OC)c2)c(=O)c2ccccc12,-1.1,1,30,-9,1,2.0,2,16,-17
COc1ccccc1N1CCN(Cc2cnc3ccc(Cl)cn23)CC1,-2.3,.,-7,-7,-1,-3.4,-1,19,-8
CCOC(=O)N1CCN(C(=O)CSc2nc3c([nH]c4ccccc43)c(=O)n2C)CC1,-2.4,8,-9,5,-6,3.6,6,-5,4
CCC(C)Nc1nnnc2c1sc1nc3c(cc12)COC(C)(C)C3 (stereo not drawn),-1.5,3,11,-4,-12,0.8,-5,2,-18
CCCCn1c(N)c(N(CC(C)C)C(=O)c2cccs2)c(=O)[nH]c1=O,.,-1,.,-4,.,.,-2,1,.
CC(=O)Nc1ccc(C(=O)N/N=C/c2ccccc2OC(=O)c2ccc(Cl)cc2)cc1,-3.4,3,-30,0,0,-4.2,0,11,-10
CC1CCN(c2oc(-c3ccco3)nc2S(=O)(=O)c2ccccc2)CC1,-4.4,-1,16,-5,1,-1.6,3,27,3
Cc1ccc(-c2noc(CN(C(=O)c3ccc4c(c3)OCO4)C(C)C)n2)cc1,-6.5,0,9,-3,-8,-0.9,3,4,6
COc1ccc(OC(C)C(=O)N(C)Cc2nc(-c3ccccc3)no2)cc1 (stereo not drawn),-0.7,-1,11,-10,-4,-1.8,4,-7,-3
O=C(COC(=O)c1ccc(F)cc1)Nc1ccc2c(c1)OCO2,.,-5,.,-4,.,.,6,0,.
O=[N+]([O-])C(C1CCS(=O)(=O)C1)C1CCS(=O)(=O)C1 (stereo not drawn),-2.8,5,3,-6,-4,2.9,.,2,10
COc1ccc(S(=O)(=O)N(C)c2ccc(C(N)=O)cc2)cc1,-2.3,-1,-6,-6,-1,-2.0,2,15,-1
